# Compound activity deposited in PubChem BioAssay by National Center for Advancing Translational Sciences (NCATS).
# FH mod: Identification of activators of human fumarate hydratase by quantitative high-throughput screening | Fumarate hydratase, mitochondrial (Homo sapiens), P07954 | FH coupled MDH/diaphorase resazurin fluorescence, 15 min | Potency, µM (series often up to 79.9 µM), for the others: top-dose activity change, negative = inhibition, actives largely listed as inhibitors | 54,000 tested, 0.22% active | AID 1347055, 2019; note: potency is the fitted concentration of half-maximal effect; % is set by controls: 0 for no effect and ±100 for the full control effect; the screen sought activators but most active calls are inhibition curves; nearly all actives have a fitted effect of over 45% in size
# p53null 32C tox: qHTS Screen for Compounds that Selectively Target Cancer Cells with p53 Mutations: Cytotoxicity of p53 Null Cells at the Permissive Temperature; AID 903, 2007; 55,000 tested, 0.62% active; Potency, µM (top dose mostly 46.1 µM), inactives show at the top dose activity change, negative = cytotoxicity, hits mostly cytotoxic; H1299-neo p53 null cells, ATP luminescence, 24 h, 32C;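 note: potency is the fitted concentration of half-maximal effect; 0% = DMSO only and -100% = full killing by 100 µM tamoxifen; nearly all actives have a fitted effect of over 55% in size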
#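 H1299-neo, 600 cells/well; overnight 37C; cpd up to 46 uM, 24 h at 32C; ATPlite luminescence after 20 min RT; normalized to DMSO (0%) and tamoxifen 100 uM (100% kill); Hill-fit AC50.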
# TSG101-PTAP inh: qHTS Validation Assay for Inhibitors of HIV-1 Budding by Blocking the Interaction of PTAP/TSG101: Sytravon Library Screen; Tumor susceptibility gene 101 protein (Homo sapiens), Q99816; Fluorescence polarization, FITC-PTAP peptide/Tsg101, 20 min; Potency, µM (top dose mostly 115 µM), without a hit: top-dose activity change, negative = inhibition, hits mostly inhibitors; 44,000 tested, under 10 active; AID 1347069, 2019; note: potency is the fitted concentration of half-maximal effect; 0% is about no effect
# Target sequence (Q99816 whole entry, looked up): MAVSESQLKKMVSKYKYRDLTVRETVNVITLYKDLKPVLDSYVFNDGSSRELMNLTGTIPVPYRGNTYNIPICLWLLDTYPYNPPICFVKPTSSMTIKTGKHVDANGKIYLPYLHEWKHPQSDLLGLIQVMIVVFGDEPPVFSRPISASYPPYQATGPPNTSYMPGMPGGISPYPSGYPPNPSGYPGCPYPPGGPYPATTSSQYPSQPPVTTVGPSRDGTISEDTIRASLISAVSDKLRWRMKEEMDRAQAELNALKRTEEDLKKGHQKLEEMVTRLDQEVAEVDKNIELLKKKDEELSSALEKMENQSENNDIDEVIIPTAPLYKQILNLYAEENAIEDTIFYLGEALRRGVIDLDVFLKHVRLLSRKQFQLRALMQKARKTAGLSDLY
#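 Read-out is FITC fluorescence polarization. Compounds were added to Tsg101 binding domain (10 uM final), then FITC-PTAP peptide (50 nM final), 20 min at r.t. Total S+P intensity flags fluorescent compounds.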
# B2AR arrestin ag: qHTS assay of beta-arrestin-biased ligands of beta2-adrenergic receptor: NCGC Sytravon Library Screen | HTLA Tango cells, beta-arrestin recruitment, luciferase luminescence, 18 h | Potency, µM (series often up to 46.1 µM), inactives show top-dose activation, most hits filed as activators | 44,000 tested, under 10 active | AID 1347077, 2019;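 note: potency is the fitted concentration of half-maximal effect; 0% = DMSO and full agonism = EC100 isoproterenol or metaproterenol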
#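 Tango cells expressing recombinant beta2-AR and beta-arrestin were treated with compounds (up to 46 microM titration) in DMEM with 1% FBS for 18 hr at 37 degrees C. Beta-arrestin recruitment drove tTA-dependent luciferase, read by luminescence; curves were fitted and classed.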
# p53null 39C tox: qHTS Screen for Compounds that Selectively Target Cancer Cells with p53 Mutations: Cytotoxicity of p53 Null Cells at the Nonpermissive Temperature | H1299 p53-null (neo) cells, 39C, ATPlite viability, 24 h | Potency, µM (highest dose often 46.1 µM), without a hit: at the highest dose activity, negative = cell killing, most hits filed as cytotoxic | 55,000 tested, 0.97% active | AID 904, 2007;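 note: potency is the fitted concentration of half-maximal effect; 0% = DMSO only and -100% = full killing by 100 µM tamoxifen; nearly all actives have a fitted effect of over 50% in size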
#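 Concentration-response (up to 46 uM) was run for 24 h at the nonpermissive 39C on H1299-p53A138V or H1299-neo cells. ATP content was measured with ATPlite luminescence. AC50 values were Hill-modeled after normalizing between DMSO and 100 uM tamoxifen killing.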
# NTMT1 inh: Primary qHTS for Inhibitors of N-terminal methyltransferase 1 (NTMT1): MTaseGlo Assay; N-terminal Xaa-Pro-Lys N-methyltransferase 1 (Homo sapiens), Q9BV86; NTMT1 MTase-Glo SAH luminescence, purified enzyme; Potency, µM (titrated, usually from 114 µM), for inactives: top-dose activity change, negative = inhibition, hits mostly inhibitors; 59,000 tested, 2.5% active; AID 1645870, 2021;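 note: potency is the fitted concentration of half-maximal effect; plate controls were DMSO vehicle for no effect and no enzyme for full effect; nearly all actives have a fitted effect of over 65% in size; many of its hits are not listed in these tables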
# Target sequence (Q9BV86 whole entry, looked up): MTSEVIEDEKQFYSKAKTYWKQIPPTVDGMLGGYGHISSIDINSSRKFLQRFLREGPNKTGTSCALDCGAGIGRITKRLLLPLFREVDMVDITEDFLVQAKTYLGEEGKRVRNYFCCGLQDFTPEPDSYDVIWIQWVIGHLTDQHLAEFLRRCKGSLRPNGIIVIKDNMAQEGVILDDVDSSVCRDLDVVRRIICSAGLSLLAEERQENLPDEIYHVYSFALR
# GALK inh: qHTS Assay for Inhibitors of Human Galactokinase (GALK): NCGC Sytravon Library Screen. P51570. recombinant GALK, Kinase-Glo ATP luminescence, 1 h. Potency, µM (top dose mostly 57.5 µM), for the others: top-dose activity, negative = inhibition, hits mostly inhibitors. 44,000 tested, under 10 active. AID 1347072, 2019;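 note: plate controls were full GALK reaction for no effect and reaction lacking GALK for full effect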
# Target sequence (P51570 whole entry, looked up): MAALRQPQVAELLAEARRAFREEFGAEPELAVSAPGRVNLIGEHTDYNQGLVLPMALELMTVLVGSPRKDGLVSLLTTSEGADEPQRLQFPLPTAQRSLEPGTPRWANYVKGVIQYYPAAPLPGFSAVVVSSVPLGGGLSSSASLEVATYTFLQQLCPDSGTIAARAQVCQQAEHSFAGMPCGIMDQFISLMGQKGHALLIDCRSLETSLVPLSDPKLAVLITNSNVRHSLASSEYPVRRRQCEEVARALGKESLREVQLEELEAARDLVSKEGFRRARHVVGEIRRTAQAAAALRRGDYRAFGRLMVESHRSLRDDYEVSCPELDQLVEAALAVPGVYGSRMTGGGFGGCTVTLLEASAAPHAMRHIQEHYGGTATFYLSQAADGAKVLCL
#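 Human GALK (5 nM) was incubated with 35 uM ATP and 100 uM galactose in 20 mM HEPES pH 8.0 with MgCl2, NaCl, DTT and BSA for 1 h at room temperature. Remaining ATP was measured by Kinase-Glo Plus luminescence.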
# Active calls of the source: *; ? = inconclusive; . = not tested or not shown; [ ] = dose if it differs, or a comment. Calls come from the whole dose curve; as a rule, active = well fitted curve in the direction sought with a large enough effect; inconclusive = small, poorly fitted or top-dose-only effect, or another doubt; inactive = no such curve, though single readings can be large; an effect the other way counts as inactive or inconclusive. These rows are one share of the data (hit frequency here may not be typical).
Compound,FH mod,p53null 32C tox,TSG101-PTAP inh,B2AR arrestin ag,p53null 39C tox,NTMT1 inh,GALK inh
Cc1ccc(Cl)cc1N1CCN(S(=O)(=O)c2ccc3oc(=O)c4ncn(C)c4c3c2)CC1,4%,7%,2%,1%,-4%,3%,3%
CN(C)CCNC(=O)c1ccc(-n2c(-c3ccccc3)cc3c2CCCCC3)cc1,-34%,-2%,-4%,0%,14%,?,3%
COc1ccc(CCNC(=O)CSc2nnnn2-c2cccc(C(C)=O)c2)cc1OC,-2%,5%,-9%,-1%,-4%,11%,-1%
CC(C)c1ccc(NC(=O)CSC2=Nc3ccccc3C3=NC(CCC(=O)NCc4ccc(F)cc4)C(=O)N23)cc1 (configuration not stated),?,16%,-1%,-3%,86%[activator],-5%,-6%
Cc1ccc(NC(=O)c2ccc(Br)cc2)c(C(=O)c2ccccc2)c1,-25%,3%,-1%,0%,-4%,13%,-1%
Cc1cccc(OCC(=O)Nc2c(C(=O)Nc3ccc(F)cc3)oc3ccccc23)c1,-2%,?,-2%,1%,-26%,12%,-9%
Cc1ccc(NC(=O)Cn2c(=O)n(Cc3nc(-c4ccccc4)no3)c(=O)c3cc4c(cc32)OCO4)cc1C,-10%,2%,1%,0%,-2%,0%,-1%
COc1ccc(CSc2nc3ccncc3n2CC(=O)Nc2cc(C)cc(C)c2)cc1,-12%,?,0%,-3%,?,2%,1%
COC(=O)c1cc(S(=O)(=O)N2CCN(c3ccc(OC)cc3)CC2)c[nH]1,19%,-3%,-10%,-1%,-26%,-2%,-1%
COc1ccc(C(=O)Nc2ccc(N3CCN(c4ccccc4)CC3)c(C(=O)O)c2)cc1,-14%,3%,-1%,-1%,-3%,18%,-6%
O=C(OCc1cc(=O)n2nc(-c3cccs3)sc2n1)c1cccc(F)c1,-19%,3%,2%,-1%,4%,-11%,1%
O=C(CCSCc1cccc(F)c1)NCc1ccccc1,2%,-7%,-1%,4%,-20%,-2%,0%
Cc1ccc(CSc2nc3ccc(NC(=O)C(C)C)cc3s2)cc1,-1%,-11%,-3%,-3%,4%,13%,-5%
CCOC(=O)c1cc(-c2ccccc2)n(CCC(=O)Nc2cc(OCC)ccc2OCC)c1C,-22%,15%,-1%,-2%,25%,-8%,-1%
COc1ccc(CCNC(=O)c2ccc3nc(Cc4ccccc4)oc3c2)cc1OC,-35%,-7%,-1%,0%,7%,3%,2%
CCn1cc(S(=O)(=O)c2ccccc2)c(=O)c2cc(C)ccc21,-4%,-5%,-4%,1%,-13%,-12%,-1%
COc1ccccc1C(=O)Nc1cc(-c2cccc(Br)c2)nn1-c1ccccc1,-20%,-5%,-1%,0%,-11%,3%,0%
Cc1cccc(NC(=O)CSc2nc3c([nH]c4ccccc43)c(=O)n2-c2cc(C)cc(C)c2)c1,8%,-4%,0%,-2%,11%,8%,-1%
CCn1cc(C(=O)N2CCN(c3cccc(Cl)c3)CC2)c(=O)c2cc(S(=O)(=O)N3CCCCC3)ccc21,-29%,14%,-1%,1%,7%,3%,2%
CCCCN(C)C(=O)C1CCC(CNS(=O)(=O)c2ccc3c(c2)CC(C)N3C(C)=O)CC1 (configuration not stated),-21%,-10%,-10%,1%,-16%,-19%,-5%
CCc1nn2c(=O)cc(COC(=O)C3CCCCC3)nc2s1,-2%,-2%,0%,0%,5%,-3%,-1%
CCOC(=O)c1cccc(NC(=O)CSc2ncc3c(n2)-c2ccc(Cl)cc2N(Cc2ccccc2)S3(=O)=O)c1,-21%,-1%,6%,1%,-5%,2%,-3%
O=C(NCC(c1cccnc1)N1CCc2ccccc21)c1cccc(F)c1 (configuration not stated),-6%,11%,4%,-1%,-8%,?,-11%
CCCCCOc1ccc(NC(=O)Cn2c(-c3cncs3)nc3ccccc32)cc1,12%,-21%,0%,-1%,?,2%,10%
Cc1ccc(C(=O)Nc2sc3c(c2C(=O)NCc2ccco2)CCC(C(C)(C)C)C3)cc1 (configuration not stated),-2%,-1%,-3%,1%,4%,20%,-11%

# 2 of the compounds above, with values under each structure.
# Order of values – FH mod, p53null 32C tox, TSG101-PTAP inh, B2AR arrestin ag, p53null 39C tox, NTMT1 inh, GALK inh
CCn1cc(C(=O)N2CCN(c3cccc(Cl)c3)CC2)c(=O)c2cc(S(=O)(=O)N3CCCCC3)ccc21
→ -29%, 14%, -1%, 1%, 7%, 3%, 2%
CCOC(=O)c1cc(-c2ccccc2)n(CCC(=O)Nc2cc(OCC)ccc2OCC)c1C
→ -22%, 15%, -1%, -2%, 25%, -8%, -1%

# (list continues)
Compound,FH mod,p53null 32C tox,TSG101-PTAP inh,B2AR arrestin ag,p53null 39C tox,NTMT1 inh,GALK inh
COc1ccc(CNC(=O)c2cc3c(=O)n(Cc4ccco4)ccc3nc2C)c(OC)c1,.,-6%,2%,-1%,1%,.,-3%
CCC(C(=O)Nc1cccc(Cl)c1C)n1nc(C)c2sc3ccccc3c2c1=O (configuration not stated),2%,-22%,16%,-1%,-20%,5%,-10%
CCOc1ccc(CCNC(=O)c2ccc(CS(=O)Cc3cccc(Cl)c3)o2)cc1 (configuration not stated),-6%,-23%,0%,0%,?,9%,0%
COc1ccc(NC(=O)c2sc3nc4c(cc3c2N)CCCCCC4)cc1OC,-5%,-1%,1%,-2%,-7%,-10%,-4%
O=c1c2oc3ccccc3c2n(Cc2cccc(F)c2)c(=O)n1Cc1ccco1,-22%,-5%,-3%,2%,-11%,2%,2%
Cc1ccc(C(=O)Nc2ccc3oc(-c4ccc(C(C)(C)C)cc4)nc3c2)cc1,-5%,-6%,-1%,1%,-8%,14%,0%
O=C(Nc1ccc(F)cc1F)N1CCN(c2ccc(Cl)c(Cl)c2)CC1,-25%,-28%,-2%,-1%,?,1%,-2%
COc1ccccc1N1CCN(c2cc(C)nc3nncn23)CC1,3%,-7%,-6%,-1%,-19%,?,3%
Cc1nc2ncnn2c(C)c1CCC(=O)N1CCN(c2cccc(Cl)c2)CC1,-19%,-5%,-5%,1%,-10%,10%,6%
CCCN(CCC)CCNC(=O)Cn1cnc2sc(C)c(S(=O)(=O)N3CCC(C)CC3)c2c1=O,7%,6%,-11%,0%,4%,-16%,0%
CCN(CCCNC(=O)c1cc2c(=O)n(C)c3ccccc3c2s1)c1ccccc1,1%,-10%,1%,1%,-18%,?,-3%
CCC1=Nc2cc(C(=O)NCCCOC)ccc2Sc2ccc(Br)cc21,-8%,6%,-4%,-1%,?,6%,2%
CCC(=O)N1c2ccc(S(=O)(=O)N3CCN(c4ccccc4)CC3)cc2CC1C (configuration not stated),-12%,-2%,0%,0%,8%,-3%,7%
Cc1ccc2nc(N(Cc3cccnc3)C(=O)c3ccco3)sc2c1,4%,-16%,-1%,-3%,11%,2%,-3%
COC(=O)c1ccccc1NC(=O)c1nc(-c2ccc(Cl)cc2)n2c1CCCCC2,.,2%,3%,-1%,-4%,.,1%
COc1ccc2c(c1)CC(C(=O)NCc1ccc(F)cc1)CO2 (configuration not stated),3%,3%,-3%,0%,-4%,-4%,-5%
Cc1ccc(N2C(=O)c3oc4cc(C)c(C)cc4c(=O)c3C2c2cccc(O)c2)nc1 (configuration not stated),-7%,-2%,-2%,0%,-14%,3%,?
Cc1ccc(C2C=C(c3ccccc3)Nc3nc(NS(=O)(=O)c4ccc(C)cc4)nn32)cc1 (configuration not stated),?,-10%,-8%,1%,11%,-24%,2%
CC(CNC(=O)CCCn1c(=O)c2cccn2c2ccccc21)c1ccccc1 (configuration not stated),-8%,-2%,-2%,4%,-4%,3%,-1%
CCOc1ccc(NC(=O)Cn2c(=O)n(-c3cccc(Cl)c3)c(=O)c3c2c2cc(C)ccc2n3C)cc1,-18%,0%,7%,0%,-4%,-12%,7%
CCc1ccc(S(=O)(=O)c2nnn3c2nc(NCCNC(C)=O)c2cc(Cl)ccc23)cc1,7%,-4%,-2%,0%,-11%,-6%,-3%
CCc1ccccc1NC(=O)Nc1nnc(N(CC)c2ccccc2)s1,-2%,5%,-3%,-4%,22%,4%,-11%
Cc1cccc(N2C(=O)CSC23C(=O)N(CC(=O)Nc2cccc(Cl)c2)c2ccccc23)c1 (configuration not stated),-28%,5%,-8%,7%,12%,7%,7%
CN(C(=O)C1=CC(c2ccc3c(c2)OCO3)=NS(=O)(=O)N1C)c1ccccc1,-25%,3%,2%,-3%,5%,4%,0%
Cc1cc(C)n(CCc2nc3c4ccccc4nc(N4CCN(c5ccccc5)CC4)n3n2)n1,-5%,0%,1%,0%,9%,3%,-10%

Compound,FH mod,p53null 32C tox,TSG101-PTAP inh,B2AR arrestin ag,p53null 39C tox,NTMT1 inh,GALK inh
COc1ccc(Cl)cc1NS(=O)(=O)c1cc(-c2cc(C)no2)ccc1C,-27%,-5%,-5%,-1%,-20%,?,1%
CCc1ccc(NC(=O)c2cccc(N3CCCS3(=O)=O)c2)cc1,7%,-26%,-3%,1%,?,-1%,1%
CCOc1ccc(CNC(=O)Cn2nc(C)n3cccc3c2=O)cc1,-10%,3%,1%,-1%,8%,10%,3%
Cc1cc(C(F)(F)F)nn1-c1nc(-c2ccccc2)cc(C(F)(F)F)n1,-12%,3%,-4%,-2%,-7%,7%,1%
CCC(=O)Oc1ccc(-c2nc3ccccc3c(=O)o2)cc1,0%,?,0%,1%,?,?,6%
COc1ccc(S(=O)(=O)N2CCN(Cc3nc4ccc(C)cc4o3)CC2)cc1OC,-2%,-1%,-7%,-1%,16%,0%,?
CCOC(=O)c1ccc(NC(=O)c2ccc3c(c2)NC(=O)c2ccccc2S3)cc1,.,-6%,-1%,0%,-5%,.,-1%
CC(C)NC(=O)Cn1ncn2c(cc3cc(F)ccc32)c1=O,.,-5%,-6%,0%,-9%,.,-10%
CCOC(=O)c1noc2nc(C)n(CC(=O)NC(C)CC)c(=O)c12 (configuration not stated),-4%,-3%,1%,-1%,-1%,2%,-2%
COc1ccc(CNC(=O)CCCN2C(=O)CCn3nc(-c4cn(C)c5ccccc45)cc32)cc1,10%,5%,-3%,3%,-1%,-1%,0%
Cc1ccc(CNC(=O)NCc2noc3ccc(C)cc23)cc1,-11%,-6%,3%,1%,-28%,4%,-7%
CC1=C(C(=O)Nc2cccc(Cl)c2)C2(CCCCCC2)OC1=O,-1%,-11%,-2%,0%,0%,9%,3%
